Screens (PubChem)
HKDC1 inhibitor = HKDC1 (human) hexokinase inhibition; recombinant HKDC1, G6PDH/diaphorase resazurin coupled fluorescence; inhibition, % at 20 µM; 0.16% of 340,000 active; AID 493160;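 active = inhibition above about 35% when tested at 20 µM, limit read from the data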;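 note: plate controls were DMSO wells with enzyme for no effect and DMSO wells lacking enzyme for full effect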
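Test system: HK5 enzyme. Quantity: 5 µg/mL HK5 final. Reagent: glucose and ATP substrates. Schedule: 90 min reaction incubation at room temperature, dark. Technique: resazurin-to-resorufin fluorescence via G6PDH and diaphorase coupling, 525/613 nm. Control set: DMSO wells with and without enzyme mix.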
SENP8 block = blocks the human protease SENP8; Q96LD8; purified SENP8, Z-RLRGG-aminoluciferin cleavage, luminescence; inhibition, % at 10 µM; 1.2% of 330,000 active; AID 2540
Target sequence (Q96LD8 whole entry, looked up): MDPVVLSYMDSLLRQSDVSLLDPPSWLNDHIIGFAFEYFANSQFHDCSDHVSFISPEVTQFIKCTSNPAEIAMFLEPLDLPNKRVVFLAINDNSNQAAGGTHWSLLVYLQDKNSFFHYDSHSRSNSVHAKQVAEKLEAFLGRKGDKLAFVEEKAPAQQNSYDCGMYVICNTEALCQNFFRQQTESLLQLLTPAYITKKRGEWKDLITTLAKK
Gli-Sufu block = antagonists of Gli-Sufu signaling. 0.74% of 340,000 active. AID 588413. inhibition, % at 5 µM. Sufu-KO-LIGHT fibroblasts, Gli luciferase reporter luminescence;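 active = inhibition above about 55%, limit read from the data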;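 note: 0% = DMSO-treated cells and 100% = wells with medium but no cells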
Apaf1 inhib = human Apaf-1 inhibition | 0.71% of 330,000 active | reconstituted apoptosome caspase-3 activity, DEVD-Rh110 fluorescence | inhibition, % at 20 µM; active = inhibition of at least 40% at 20 µM;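 note: plate controls were DMSO wells for no effect and DEVD-CHO caspase inhibitor wells for full effect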
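Assay system: Apoptosome proteins | Medium: pH 7.5 Hepes buffer with CHAPS, BSA, DTT | Also added: Cytochrome c and DEVD-Rh110 substrate | Times: 30 min plus 50 min, RT | Detection: Rhodamine 110 fluorescence at Ex 480/Em 540 nm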
697 NFkB inh = lowers PMA/ionomycin-induced NF-kB signal in 697 B cells. 697 B-cell NF-kB luciferase reporter, 16 h. inhibition, % at 4 µM. 0.33% of 330,000 active; in the data active = inhibition above about 35%
Jurkat NFkB inh = lowers PMA/ionomycin-induced NF-kB signal in Jurkat cells. PMA/ionomycin-induced NF-kB luciferase reporter, luminescence. inhibition, % at 4 µM. 0.53% of 330,000 active
SENP7 block = SENP7 protease inhibition | AID 434973 | 1.5% of 330,000 active | inhibition, % at 5 µM | Q9BQF6 | recombinant SENP7, Z-RLRGG-aminoluciferin luminescence, 40 min;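 active = inhibition above about 50% at the single test dose, limit read from the data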;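 note: plate controls were DMSO with enzyme for no effect and no enzyme buffer wells for full effect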
Target sequence (Q9BQF6 706-1050 limits assumed): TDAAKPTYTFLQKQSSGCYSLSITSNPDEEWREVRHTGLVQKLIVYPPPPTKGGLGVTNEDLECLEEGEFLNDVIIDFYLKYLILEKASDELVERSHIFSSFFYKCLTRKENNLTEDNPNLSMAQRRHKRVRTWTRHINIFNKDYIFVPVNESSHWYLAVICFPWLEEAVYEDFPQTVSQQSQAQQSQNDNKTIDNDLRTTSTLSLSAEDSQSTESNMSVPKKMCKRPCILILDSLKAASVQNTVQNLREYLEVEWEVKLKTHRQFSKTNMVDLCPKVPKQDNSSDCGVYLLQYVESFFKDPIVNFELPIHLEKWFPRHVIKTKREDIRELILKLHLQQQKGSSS
UBC13 inh = blocks human UBC13 polyubiquitin chain formation. P61088. TR-FRET. inhibition, % at 20 µM. 0.47% of 330,000 active. AID 485273; in the data active = inhibition above about 45%, passing the limit was not always enough
Target sequence (P61088 whole entry, looked up): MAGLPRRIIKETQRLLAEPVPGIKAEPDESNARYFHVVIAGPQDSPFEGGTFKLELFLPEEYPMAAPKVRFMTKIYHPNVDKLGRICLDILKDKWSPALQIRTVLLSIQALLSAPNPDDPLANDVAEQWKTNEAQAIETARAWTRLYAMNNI
* hit, by the source's call; . = not tested or not shown. Cut-off read from the data, not from the text of the source, unless noted: active = inhibition above about 50%; inactive = the rest.

SMILES	HKDC1 inhibitor	SENP8 block	Gli-Sufu block	Apaf1 inhib	697 NFkB inh	Jurkat NFkB inh	SENP7 block	UBC13 inh
Cc1ccc(S(=O)(=O)N2CCOCC2)cc1NC(=O)COC(=O)c1cncc(Br)c1	6	2	2	-10	16	5	-14	0
Cc1cccc(N(C(=O)CCC(=O)Nc2cc(C)on2)C(C(=O)NC2CCCC2)c2ccc(C)o2)c1 (configuration not stated)	-6	-1	-18	7	-13	-5	0	-4
O=C(c1cc(=O)c2ccccc2o1)N(Cc1ccccc1)C1CCS(=O)(=O)C1 (configuration not stated)	6	-5	8	-5	1	3	-3	1
COc1ccc(NC(=O)CCS(=O)(=O)c2cccc3nonc23)cc1Cl	5	4	20	5	1	12	7	11
CC(C)CC(c1nnnn1CC1CCCO1)N1CCN(Cc2ccc3c(c2)OCO3)CC1 (configuration not stated)	-7	0	4	2	16	3	6	2
CC(NC(=O)C1CCC(C)(C(=O)O)C1(C)C)c1ccccc1 (configuration not stated)	8	-4	16	-9	-24	9	14	-12
COc1ccc(NC(=O)c2c(C)cc(=O)oc2C)c(OC)c1	1	-2	1	-9	20	6	-2	10
COc1ccccc1CNS(=O)(=O)CCNC(=O)c1ccccc1	-6	3	-4	3	2	0	-6	7
CNC(=O)COC(=O)c1ccc(Cl)c(S(N)(=O)=O)c1	-7	8	7	-17	-9	-2	-1	-1
O=C(OCc1ccc(Cl)c(Cl)c1)c1ccccn1	2	51*	-3	-22	11	0	69*	23
CCCN(C(=O)COC(=O)CCOc1ccc(C)cc1)c1c(N)n(Cc2ccccc2)c(=O)[nH]c1=O	1	3	-2	4	10	5	-3	-6
O=C(NCCN1CCN(c2ccccc2)CC1)C1(S(=O)(=O)c2ccc(Cl)cc2)CC1	-4	-5	8	20	-8	-9	-9	5
CC(=O)Nc1ccc(Nc2cc(C)nc3c(-c4ccccc4)c(C)nn23)cc1	-2	0	-11	6	-4	2	-6	16
COc1ccc(C)cc1C(=O)CCC(=O)NC1CCCCC1	-3	2	-16	-11	7	-4	1	11
Cc1cccc(CN2CCC(CNC(=O)CSc3cc(=O)n(C)c4cc(Cl)ccc34)CC2)c1	5	-7	5	-2	10	10	2	12
Cc1onc(-c2ccccc2)c1C(=O)OCC(=O)N(C)c1ccccc1	-4	-7	-12	-1	6	5	1	13
COC(=O)C1=C(C(=O)OC)[C@@H]2N(Cc3ccccc3)c3ccccc3[C@@]23C[C@@H](C(=O)OC)N(C(=O)COCc2ccccc2)C3=N1	-2	5	1	-5	23	17	-4	-15
CCC(Sc1nnc(-c2ccc(C)c(Cl)c2)n1CC)C(=O)Nc1nccs1 (configuration not stated)	1	8	14	24	-25	13	6	0
Cc1cccc(C)c1NC(=O)CCCSc1nnc(-c2ccc(F)cc2)n1-c1ccccc1	1	-8	11	8	-23	21	3	17
COc1cccc(C(=O)OCC(=O)NCCCc2ccccc2)c1	0	0	3	2	7	-21	0	6
Fc1ccc2cnc(-c3cccnc3)cc2c1	5	-6	-36	10	-22	-24	5	1
CCOC(=O)c1cc(-c2cccc([N+](=O)[O-])c2)n[nH]1	-6	-16	3	10	-3	-2	-8	-4
CC(C)(C)OC(=O)N[C@@H](Cc1ccccc1)C(=O)N[C@@H](CO)[C@H](O)[C@@H]1C[C@@H]1C(=O)N1CCCC1	-5	-1	-12	1	-16	3	0	-4
O=C(c1ccc(Cl)cc1)N1CCC(O)(CSc2ccccc2)CC1	-3	-9	2	14	-3	-5	11	0

Individual results from the entries so far.
In SENP7 block, Cc1cccc(N(C(=O)CCC(=O)Nc2cc(C)on2)C(C(=O)NC2CCCC2)c2ccc(C)o2)c1 (configuration not stated) has the entry 0
In Gli-Sufu block, O=C(c1cc(=O)c2ccccc2o1)N(Cc1ccccc1)C1CCS(=O)(=O)C1 (configuration not stated) has the entry 8
In UBC13 inh, O=C(NCCN1CCN(c2ccccc2)CC1)C1(S(=O)(=O)c2ccc(Cl)cc2)CC1 has the entry 5
In SENP7 block, Cc1ccc(S(=O)(=O)N2CCOCC2)cc1NC(=O)COC(=O)c1cncc(Br)c1 has the entry -14

(more compounds)
SMILES	HKDC1 inhibitor	SENP8 block	Gli-Sufu block	Apaf1 inhib	697 NFkB inh	Jurkat NFkB inh	SENP7 block	UBC13 inh
CCCOC(=O)NC(CC)COC(=O)Nc1cccc(C)c1C (configuration not stated)	3	-9	1	-4	4	16	-4	3
Cc1cc[n+](-c2nc3ccccc3nc2C(=C=[N-])C#N)cc1	10	2	-12	17	-1	4	5	-86
CCOC(=O)C1(Cc2cccc(F)c2)CCN(Cc2cnn(CC)c2C)CC1	-5	2	32	0	-23	-10	-1	8
CCOc1ccc(-c2c(C(=O)N/N=C/c3ccccc3)nnn2-c2nonc2N)cc1	-6	-7	-9	4	-18	-10	10	4
CCNC(=S)N/N=C(\C)c1ccc2ccccc2c1	.	8	.	10	-21	-22	2	4
CCN(CC)C(=O)[C@H]1C[C@H](CC(=O)NC/C=C(\C)CCC=C(C)C)C(=O)N2CCc3c([nH]c4cc(CCC(=O)N(C)C)ccc34)[C@]12C	8	.	37	36	3	.	-5	.
Cc1ccc(-n2nnnc2SCC(=O)N2Cc3ccccc3CC2C(=O)O)cc1 (configuration not stated)	-5	7	-1	-14	-29	-16	1	7
CCN(CC)C(=O)Oc1ccc2oc(=O)cc(-c3cc4cccc(OC)c4o3)c2c1	20	-3	-1	21	6	-7	-3	7
CNC(=O)C(=O)NCC1CCCN1S(=O)(=O)c1cccs1 (configuration not stated)	0	1	-18	9	13	10	2	-6
Cc1ccc(S(=O)(=O)c2n[nH]n3c2nc(=O)c2ccccc23)cc1	1	1	7	-4	17	5	8	1
O=C(NC1CCCC1)c1cc(-c2cccs2)on1	12	-7	-72	-4	-84	-139	5	10
CC(C)(C)c1ccc(C(=O)O/N=C(\N)c2ccccc2)cc1	0	90*	89*	12	0	71*	95*	2
CC(C)N(CCn1cnc2c([nH]c3ccccc32)c1=O)C(C)C	-6	-4	-10	1	-10	-3	-4	-11
Cc1ccc(CC2CC(=O)N(c3ncccn3)C2=O)cc1 (configuration not stated)	-1	-1	8	-12	10	5	1	2
COC(=O)c1ccc(NC(=O)CN2C(=O)CC(C)S(=O)(=O)c3ccccc32)cc1 (configuration not stated)	6	-9	-4	1	-4	1	-3	0
C/C(=N\NC(=O)CNC(=O)c1ccco1)c1ccc(Br)cc1	-2	-5	18	13	-12	-10	-10	-6
CCc1cccc(NC(=O)Cn2cc(C=O)c3ccccc32)c1	-5	3	15	-18	-19	22	4	10
COc1ccc(-c2nnc(SCc3nnc(-c4ccccc4)o3)n2-c2ccccc2)cc1	-6	-8	10	29	-66	12	1	-21
O=C(NN1CCOCC1)c1cc(-c2cccs2)nc2ccccc12	-11	-4	4	-11	12	-4	-2	10
CC1(C)OC(c2ccccc2)=C/C(=C/C=N/NC(=O)c2ccncc2)O1	-9	0	-1	12	9	9	-5	-62
O=C(NN1CC(=O)N(c2cc(Cl)cc(Cl)c2)CC1=O)c1cccs1	1	4	7	-3	21	-19	1	0
CC1CCN(C(=O)c2[nH]cnc2C(=O)NCC(=O)OC(C)(C)C)CC1	-6	3	0	-2	-2	14	1	2
CCCCn1c(SCC(=O)Nc2sc3c(c2C(N)=O)CCC3)nnc1-c1ccccc1	3	1	0	15	8	21	-5	1
CC1(C)Cc2cccc(OCC(N)=O)c2O1	-6	5	-3	-1	13	9	0	-3
O=C(CSc1nc2c([nH]c3ccccc32)c(=O)n1-c1ccccc1)NCC1CCCO1 (configuration not stated)	-1	5	22	3	18	2	-12	-8
CCC(=O)OCC(=O)Nc1ccc([N+](=O)[O-])cc1OC	-11	5	-1	13	2	-11	7	-6
CC(C(=O)NCC1CCCCC1)N(C)Cc1cccc(Cl)c1 (configuration not stated)	7	-2	0	10	13	-1	2	6
Cc1ccccc1-c1nc(SCc2ccccn2)c2c(=O)n(C)c(=O)n(C)c2n1	0	8	15	-13	9	-5	0	2
C=CCc1cccc2cc(NC(C)=O)c(=O)oc12	-2	1	-4	-6	-3	-12	1	6
CCOc1ccc(S(=O)(=O)Nc2nc3cc(OC)ccc3s2)cc1	12	3	0	1	11	-6	6	-11
C=CCNC(=O)NC(=O)COC(=O)/C(C#N)=C/c1cc(C)n(CC(C)C)c1C	-8	11	4	1	-1	-12	-1	-2
O=C(NCC1CCCO1)c1cccc(S(=O)(=O)N(Cc2ccccc2)c2ccccc2)c1 (configuration not stated)	-1	10	-20	9	19	10	-3	5
O=C(CSc1nc2ccccc2c(=O)n1-c1ccccc1F)Nc1ccc2c(c1)CCC2	-3	-9	-9	11	-3	-16	-4	4
CCC(c1nnnn1CCOC)N1CCN(Cc2ccccc2OC)CC1 (configuration not stated)	4	3	-25	-3	7	-15	1	-4
C=CCc1ccc(O)c(-c2ccc(O)c(CC=C)c2)c1	0	3	-3	2	-11	8	-5	15
O=C(Nc1ccccc1)C1=C[C@@H](c2ccc3c(c2)OCO3)C[C@@H](OCCCCO)O1	-1	-10	2	16	-27	-30	-5	-3

2 compounds from above, reduced to Jurkat NFkB inh and UBC13 inh:
| canonical_smiles | Jurkat NFkB inh | UBC13 inh |
| --- | --- | --- |
| CC1CCN(C(=O)c2[nH]cnc2C(=O)NCC(=O)OC(C)(C)C)CC1 | 14 | 2 |
| O=C(Nc1ccccc1)C1=C[C@@H](c2ccc3c(c2)OCO3)C[C@@H](OCCCCO)O1 | -30 | -3 |

(listing goes on)
SMILES	HKDC1 inhibitor	SENP8 block	Gli-Sufu block	Apaf1 inhib	697 NFkB inh	Jurkat NFkB inh	SENP7 block	UBC13 inh
FC(F)(F)c1cc(NCc2cccs2)n2ncnc2n1	-1	5	3	-13	6	6	5	4
CCc1ccccc1NC(=O)CSc1ccsc1[N+](=O)[O-]	-9	-2	8	3	11	-10	8	5
Cc1nn(Cc2ccc(F)cc2Cl)c(C)c1[N+](=O)[O-]	-3	2	-2	3	9	10	4	2
COc1ccc(-c2nnn(CC(=O)N(CC(=O)NC3CCCC3)c3ccccc3F)n2)cc1OC	-4	-3	-11	5	5	1	2	-3
O=C1c2cccc3c([N+](=O)[O-])ccc(c23)C(=O)N1c1ccccn1	22	-1	7	15	-106	34	-1	-86
COc1ccc(-c2nnc(SCC(=O)O)n2Cc2ccccc2)cc1	-2	-10	-5	8	-11	-4	16	-4
O=C(NCCCc1ccccc1)c1cc([N+](=O)[O-])ccc1Cl	2	-5	14	9	23	4	-3	-27
Cc1cc(C)cc(-n2cccc2/C=C2/C(=N)N3C(=NC2=O)SN=C3S(C)(=O)=O)c1	21	17	5	1	20	7	-2	-9
C=CCNc1cnn(-c2ccc(C)cc2)c(=O)c1Cl	-6	-17	-73	2	-62	-70	12	-6
CC(C)CN(C(=O)CCC(=O)OCC(=O)c1ccc(F)c(F)c1)c1c(N)n(CC(C)C)c(=O)[nH]c1=O	-1	-6	-6	-4	5	-2	-8	8
CC1CCC(NC(=O)CN2C(=O)NC3(CCCCCC3)C2=O)CC1 (configuration not stated)	-2	-7	-9	-4	13	-1	-3	-18
CCCn1c(SCC(=O)NC2CCCC2)nc2c1c(=O)n(C)c(=O)n2C	-5	0	3	-2	12	4	-2	1
COc1ccc(Cl)cc1NC(=O)CC1S/C(=N/N=C2CCCCCC2)NC1=O (configuration not stated)	3	-6	-5	17	-16	0	-16	-11
O=C(NNC1=C(C(=O)C(F)(F)F)CCC1)c1ccccc1Cl	-12	-2	8	2	10	3	-1	2
COc1ccc(C(=O)NCc2nnc(SCC(=O)N3CCc4ccccc43)o2)cc1OC	0	-7	-26	-1	15	3	3	-6
CN(C)/C=N/C(=S)Nc1ccccc1F	-8	-1	-5	-3	1	9	3	7
Cc1cccc(OCc2nnc(SCC(=O)Nc3cccc(C(=O)N4CCOCC4)c3)n2C)c1	-5	-8	4	7	5	1	-2	-22
